Assay outcomes as filed in PubChem.
SNCA expr inhib: inhibitors of alpha-synuclein (SNCA) gene expression; HEK-293 SNCA-luciferase knock-in, luminescence, 24 h; Potency, µM (highest dose often 57.2 µM), inactives show top-dose activity change, negative = inhibition, most hits filed as inhibitors; 140,000 compounds, 0.17% hits; AID 1671194;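 note: potency is the fitted concentration of half-maximal effect; plate controls were DMSO cells for no effect and cell-free wells for full effect; nearly all actives have a fitted effect of over 45% in size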
GPT2 inhibitor: GPT2 alanine aminotransferase inhibition; Q8TD30; Recombinant GPT2, coupled pyruvate oxidase/HRP Amplex Red fluorescence; Potency, µM (series often up to 57.7 µM), for inactives: at the highest dose activity change, negative = inhibition, most hits filed as inhibitors; 100,000 compounds, 0.25% hits; note: potency is the fitted concentration of half-maximal effect; nearly all actives have a fitted effect of over 60% in size; many of its hits are not listed in these tables
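GPT2 10ng/uL, a-KG 250uM, L-Ala 2mM, HEPES pH7.5 + 0.0001% Tween; 30 min RT. Then Amplex mix (PO/HRP/ThPP), 30 min RT dark, fluorescence. AOA 50uM used as positive control.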
IP6K1 inhibitor: IP6K1 kinase inhibition. Q92551. IP6K1 kinase, ADP-Glo luminescence, 2 h; active compounds read low. activity change, % (series mostly up to about 58 µM). 140,000 compounds, 0.81% hits. AID 1645851; in the data active = activity change below about -25%
Target sequence (Q92551 whole entry, looked up): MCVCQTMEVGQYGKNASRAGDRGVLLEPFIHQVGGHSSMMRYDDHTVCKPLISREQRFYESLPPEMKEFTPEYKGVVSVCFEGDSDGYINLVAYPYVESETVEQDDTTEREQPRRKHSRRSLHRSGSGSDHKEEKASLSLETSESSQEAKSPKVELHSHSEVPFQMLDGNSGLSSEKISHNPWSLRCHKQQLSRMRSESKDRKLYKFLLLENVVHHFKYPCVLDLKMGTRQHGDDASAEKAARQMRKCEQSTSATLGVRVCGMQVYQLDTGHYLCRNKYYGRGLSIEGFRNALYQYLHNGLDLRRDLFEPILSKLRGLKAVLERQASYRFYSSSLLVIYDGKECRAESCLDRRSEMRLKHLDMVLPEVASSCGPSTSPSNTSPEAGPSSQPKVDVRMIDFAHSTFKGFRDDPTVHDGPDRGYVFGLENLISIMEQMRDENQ
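ADP-Glo luminescence measures ADP made by human IP6K1 during a 2 h RT reaction with ATP/IP6 (mix at 1.3 mM/130 uM); top library doses 57.5 and 19.1 uM final.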
SNCA viab count: cell viability loss counter-screen; HEK-293-SNCA-luc viability, GF-AFC fluorescence, 24 h; Potency, µM (titrated, usually from 57.1 µM), for the others: at the highest dose activity change, negative = cytotoxicity, usual class: cytotoxic; 150,000 compounds, 0.12% hits; AID 1671193;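 note: potency is the fitted concentration of half-maximal effect; 0% = DMSO-treated cells and -100% = medium-only wells without cells; nearly all actives have a fitted effect of over 30% in size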
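HEK-293-SNCA-luc cells (1500/well) plated 24 h, then exposed 24 h to a dilution series; GF-AFC added 30 min at 37C, fluorescence 405/540 nm; normalised to medium-only and DMSO wells, Hill fit.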
HEK293 tox: kills HEK 293 cells; HEK 293 viability, ATP luminescence (CellTiter-Glo), 48-72 h; Potency, µM (titrated, usually from 115 µM), inactives show at the highest dose activity change, negative = cytotoxicity, actives largely listed as inhibitors; 94,000 compounds, 6.6% hits; AID 1345083; note: potency is the fitted concentration of half-maximal effect; nearly all actives have a fitted effect of over 60% in size
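HEK 293 cells seeded at 250 cells/well were exposed to compound for 48 or 72 hr at 37 degree Celsius. Viability taken as ATP content by CellTiter-Glo luminescence.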
FLuc inh: inhibitors of firefly (Photinus pyralis) luciferase | Potency, µM (titrated, usually from 115 µM), for inactives: at the highest dose activity change, negative = inhibition, usual class: inhibitors | AID 1347043 | P08659 | purified P. pyralis luciferase, luminescence, biochemical | 76,000 compounds, 2.5% hits; note: potency is the fitted concentration of half-maximal effect; nearly all actives have a fitted effect of over 65% in size
Target sequence (P08659 whole entry, looked up): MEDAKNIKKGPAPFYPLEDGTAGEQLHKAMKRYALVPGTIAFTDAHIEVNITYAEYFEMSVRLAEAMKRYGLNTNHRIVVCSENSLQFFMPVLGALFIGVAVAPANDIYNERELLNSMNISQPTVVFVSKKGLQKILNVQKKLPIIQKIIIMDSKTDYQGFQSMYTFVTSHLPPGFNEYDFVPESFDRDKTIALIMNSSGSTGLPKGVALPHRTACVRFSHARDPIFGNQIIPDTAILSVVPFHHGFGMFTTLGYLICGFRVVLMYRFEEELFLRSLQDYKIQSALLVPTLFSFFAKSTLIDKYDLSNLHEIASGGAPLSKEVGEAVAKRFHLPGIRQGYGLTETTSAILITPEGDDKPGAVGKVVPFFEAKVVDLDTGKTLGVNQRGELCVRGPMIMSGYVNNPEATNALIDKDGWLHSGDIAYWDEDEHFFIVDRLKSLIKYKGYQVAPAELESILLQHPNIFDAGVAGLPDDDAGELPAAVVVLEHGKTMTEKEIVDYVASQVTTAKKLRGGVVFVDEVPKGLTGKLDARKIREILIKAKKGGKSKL
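FLuc 10nM, D-luciferin 10uM, ATP 10uM, Mg acetate 10mM, Tris acetate pH 7.5, Tween/BSA; cpd qHTS; enzyme added last; CCD luminescence.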
NIH3T3 tox: kills NIH 3T3 cells. NIH 3T3 viability, CellTiter-Glo ATP luminescence, 48-72 h. Potency, µM (titrated, usually from 96.7 µM), without a hit: top-dose activity change, negative = cytotoxicity, most hits filed as inhibitors. 94,000 compounds, 4.3% hits. AID 1345082; note: potency is the fitted concentration of half-maximal effect; nearly all actives have a fitted effect of over 55% in size
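Cytotoxicity was measured by CellTiter-Glo ATP luminescence after 48 or 72 h compound exposure at 37 °C. Mouse NIH 3T3 fibroblasts were seeded at 400 cells/well and dosed by 23 nL pin transfer.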
* marks the source's active call; other numbers are inactive results; i = inactive; ? = inconclusive; · = not tested or not shown; [ ] = dose if it differs, or a comment. Unless noted, calls come from the whole dose curve; as a rule, active = well fitted curve in the direction sought with a large enough effect; inconclusive = small, poorly fitted or top-dose-only effect, or another doubt; inactive = no such curve, though single readings can be large; an effect the other way counts as inactive or inconclusive. Unless noted, % is set by controls: 0 for no effect and ±100 for the full control effect. Some of the compounds tested, so the mix of outcomes need not match the whole.

Sample of the layout:
Short forms: A = SNCA expr inhib; B = GPT2 inhibitor; C = IP6K1 inhibitor; D = SNCA viab count; E = HEK293 tox; F = FLuc inh; G = NIH3T3 tox
Cc1cc(C)n(C(C)CC(=O)Nc2ccc(C)c(F)c2)n1 (stereo not given)
  A: 10%	B: ·	C: -6	D: 7%	E: ·	F: ·	G: ·
O=C(Nc1ccc(S(=O)(=O)N2CCCCC2c2cccnc2)cc1)c1ccc(Br)cc1 (stereo not given)
  A: ?	B: ·	C: 16	D: ?	E: ·	F: ·	G: ·
CCC(CC)N(CC)C(=O)CC1COc2ccc(C(=O)N(C)C)cc2N1C (stereo not given)
  A: -2%	B: 1%	C: 11	D: 6%	E: ?	F: -12%	G: -23%
CCOc1ccc(CNC(=O)Cn2nc(C)c3c(C)n(-c4ccc(C)cc4)nc3c2=O)cc1
  A: -1%	B: ·	C: 29	D: 1%	E: ·	F: ·	G: ·
O=C(C1CCC(=O)N(C2CCCC2)C1)N1CC(OCc2ccccc2F)C1 (stereo not given)
  A: -18%	B: i[11.5 µM]	C: -1	D: 1%	E: -4%	F: -5%	G: -18%
O=C1NCCCCCN(C(=O)C2CC=CC2)[C@H]2CCC[C@@H]12
  A: 20%	B: i	C: -8	D: -1%	E: -23%	F: -3%	G: -13%
CN1C(=O)CC(C(=O)O)C12CCN(Cc1cccc(-c3ccccc3)c1)CC2 (stereo not given)
  A: -26%	B: -4%	C: 1	D: -10%	E: -1%	F: 1%	G: i
CCOC(=O)c1noc2ncnc(N(CCC(=O)OC)c3ccccc3)c12
  A: -9%	B: ·	C: -1	D: -16%	E: ·	F: ·	G: ·
COCC1CN(Cc2sccc2C)CC12CCNCC2 (stereo not given)
  A: ?	B: i	C: 13	D: 8%	E: ?	F: -14%	G: -22%
Cc1oc(-c2cccc(Cl)c2)nc1CSc1nnc(C)n2c1cc1occc12
  A: -1%	B: ·	C: 12	D: -18%	E: ·	F: ·	G: ·
O=C(c1cnc2c(c1)N([S+](=O)([O-])c1cccnc1)CCC2)N1CCN(Cc2ccccc2)CC1
  A: 44%[activator]	B: -10%	C: 18	D: 7%	E: i	F: 1%	G: ?
O=C(Nc1ccc(F)cc1)C1CCCN(Cc2cccc(-c3ccc(F)cc3F)c2)C1 (stereo not given)
  A: ?	B: i	C: 2	D: ?	E: 35µM*	F: ·	G: ?

This part in full, from the first entry:
Short forms: A = SNCA expr inhib; B = GPT2 inhibitor; C = IP6K1 inhibitor; D = SNCA viab count; E = HEK293 tox; F = FLuc inh; G = NIH3T3 tox
Cc1cc(C)n(C(C)CC(=O)Nc2ccc(C)c(F)c2)n1 (stereo not given)
  A: 10%	B: ·	C: -6	D: 7%	E: ·	F: ·	G: ·
O=C(Nc1ccc(S(=O)(=O)N2CCCCC2c2cccnc2)cc1)c1ccc(Br)cc1 (stereo not given)
  A: ?	B: ·	C: 16	D: ?	E: ·	F: ·	G: ·
CCC(CC)N(CC)C(=O)CC1COc2ccc(C(=O)N(C)C)cc2N1C (stereo not given)
  A: -2%	B: 1%	C: 11	D: 6%	E: ?	F: -12%	G: -23%
CCOc1ccc(CNC(=O)Cn2nc(C)c3c(C)n(-c4ccc(C)cc4)nc3c2=O)cc1
  A: -1%	B: ·	C: 29	D: 1%	E: ·	F: ·	G: ·
O=C(C1CCC(=O)N(C2CCCC2)C1)N1CC(OCc2ccccc2F)C1 (stereo not given)
  A: -18%	B: i[11.5 µM]	C: -1	D: 1%	E: -4%	F: -5%	G: -18%
O=C1NCCCCCN(C(=O)C2CC=CC2)[C@H]2CCC[C@@H]12
  A: 20%	B: i	C: -8	D: -1%	E: -23%	F: -3%	G: -13%
CN1C(=O)CC(C(=O)O)C12CCN(Cc1cccc(-c3ccccc3)c1)CC2 (stereo not given)
  A: -26%	B: -4%	C: 1	D: -10%	E: -1%	F: 1%	G: i
CCOC(=O)c1noc2ncnc(N(CCC(=O)OC)c3ccccc3)c12
  A: -9%	B: ·	C: -1	D: -16%	E: ·	F: ·	G: ·
COCC1CN(Cc2sccc2C)CC12CCNCC2 (stereo not given)
  A: ?	B: i	C: 13	D: 8%	E: ?	F: -14%	G: -22%
Cc1oc(-c2cccc(Cl)c2)nc1CSc1nnc(C)n2c1cc1occc12
  A: -1%	B: ·	C: 12	D: -18%	E: ·	F: ·	G: ·
O=C(c1cnc2c(c1)N([S+](=O)([O-])c1cccnc1)CCC2)N1CCN(Cc2ccccc2)CC1
  A: 44%[activator]	B: -10%	C: 18	D: 7%	E: i	F: 1%	G: ?
O=C(Nc1ccc(F)cc1)C1CCCN(Cc2cccc(-c3ccc(F)cc3F)c2)C1 (stereo not given)
  A: ?	B: i	C: 2	D: ?	E: 35µM*	F: ·	G: ?
COc1ccc2c(c1)CN(Cc1ccc(C(F)(F)F)cc1)CC[C@H]1COC(=O)N21
  A: -13%[87.6 µM]	B: i	C: 0	D: -8%[87.6 µM]	E: ?	F: -6%[172 µM]	G: -11%[138 µM]
O=C(Cc1cccnc1)N1CCC(N2C(=O)C(OCC3CC3)C23CCCCC3)CC1 (stereo not given)
  A: 6%	B: i	C: 6	D: -2%	E: -14%	F: -1%	G: ?
O=C(O)CCC(=O)N1Cc2ccccc2CC2(CCCN(Cc3ccc(O)cc3)C2)C1 (stereo not given)
  A: 25%	B: i	C: 6	D: 2%	E: i	F: ·	G: i
CCCCNC(=O)C1CCCN(Cc2nc(-c3ccc(Cl)cc3)oc2C)C1 (stereo not given)
  A: -2%	B: ·	C: 18	D: -9%	E: ·	F: ·	G: ·
Cc1ccc(C)c(Cn2c3ccccc3c3cnn(CC(=O)N4CCCCC4)c(=O)c32)c1
  A: 17%	B: ·	C: 17	D: -22%	E: ·	F: ·	G: ·
O=C(c1cccs1)N1CCC(N2C(=O)C3(CCCCC3)C2c2ccncc2)CC1 (stereo not given)
  A: -7%	B: i	C: 10	D: -5%[12.5 µM]	E: -13%	F: -3%	G: -9%
Cc1ccc(-c2nc(S(=O)(=O)c3ccc(C)cc3)c(SCC(=O)NC3CCCCC3)o2)cc1
  A: ?	B: ·	C: -13	D: -9%	E: ·	F: ·	G: ·
O=C(c1cccc2[nH]ccc12)N1CC(Oc2ccc(-c3nc(-c4ccccc4)no3)cc2)C1
  A: -6%	B: i	C: 4	D: ?	E: ?	F: 16µM*	G: ?
Cc1ccc(CN2CCOc3ccc(CCC(=O)NCC4CC4)cc3C2)o1
  A: 0%	B: 1%	C: -5	D: 5%	E: ?	F: ·	G: ?
COC(=O)Cn1c(C2CC(=O)N(c3c(C)cccc3C)C2)nc2ccccc21 (stereo not given)
  A: ?	B: ·	C: 19	D: -3%	E: ·	F: ·	G: ·
CC(C)c1ccc(NC(=O)c2ccc(NC(=O)CCS(=O)(=O)c3cccs3)cc2)cc1
  A: ?	B: ·	C: 15	D: -5%	E: ·	F: ·	G: ·
CCCS(=O)(=O)N1CCCC(Cn2c(C)nc3cccnc32)C1 (stereo not given)
  A: 6%	B: i	C: -1	D: 6%	E: -28%	F: 1%	G: ?
COc1ccc(C(=O)Nc2ccc3nc(SCc4ccc(C)cc4)sc3c2)cc1
  A: 39%[activator]	B: ·	C: 7	D: 3%	E: ·	F: ·	G: ·
c1ccc(-c2noc(-c3cncnc3NC3CCCCCC3)n2)cc1
  A: -4%	B: -9%	C: -4	D: -3%	E: 3%	F: -5%	G: i
O=C1NC(=NC2CCCC2)C2(CCN(CC3CC3)CC2)N1c1cc(F)cc(F)c1
  A: 2%	B: 4%	C: 6	D: 1%	E: 2%	F: ·	G: 32µM*
O=C(NCc1ccc(C(F)(F)F)cc1)c1nc2sccn2c1Br
  A: 62%[activator]	B: i	C: -3	D: -9%	E: ?	F: ?	G: ?
Cc1cccc(N2CCN(C(=O)C3CCCN(S(=O)(=O)c4ccc(Br)s4)C3)CC2)c1C (stereo not given)
  A: -11%	B: ·	C: -5	D: 9%	E: ·	F: ·	G: ·
O=C1NCCOCCN(C(=O)NC2CCCCC2)[C@@H]2CCCC[C@H]12
  A: 13%	B: i	C: 1	D: 5%	E: -11%	F: -13%	G: -23%
COc1ccc(C2Cn3nnc(-c4nc(-c5ccccc5F)no4)c3CO2)cc1 (stereo not given)
  A: 3%	B: i	C: -2	D: -13%	E: -8%	F: -4%	G: i
Cc1ccc(NC(=O)N2CCC(CC(=O)NCc3ccccc3)C2)cc1C (stereo not given)
  A: -1%	B: 0%	C: -12	D: 10%[12.5 µM]	E: -27%	F: -29%	G: -28%
COc1ccc(-c2cn3c(n2)CO[C@@H](CNC(=O)c2ccccc2OC)C3)cc1
  A: 39%[activator][87.6 µM]	B: -7%[88.5 µM]	C: -14	D: ?	E: 71µM*	F: ?	G: -7%[138 µM]
O=C(Nc1ccc(OC(F)(F)F)cc1)N[C@@H]1C=C(C(=O)N[C@H]2CCCNC2=O)C[C@@H](O)[C@@H]1O
  A: -6%	B: ?	C: 12	D: -1%	E: -11%	F: 14%	G: -9%
Cc1ccc(NC(=O)c2cnn3c(C(F)F)cc(-c4ccccc4)nc23)cc1F
  A: 12%	B: ·	C: 9	D: -3%	E: ·	F: ·	G: ·
CC(C)CNC(=O)C1COC2(CCC(C)CC2)N1C(=O)c1cccc([N+](=O)[O-])c1 (stereo not given)
  A: 1%	B: i	C: 5	D: ?	E: -8%	F: -12%	G: ?
O=C(c1ccccn1)N1CCC2(CC1)NC(=O)N(Cc1ccccc1Cl)C2=O
  A: 6%	B: i	C: -7	D: 11%	E: -1%	F: -2%	G: 1%
COc1ccc(CNC(=O)C2Cn3cccc3C(=O)N2)cc1OC (stereo not given)
  A: -33%	B: 4%	C: 4	D: -4%	E: -6%	F: -1%	G: i
COc1ccc(-n2nc(C(=O)N3CCN(c4cccc(C)c4)C(C)C3)c3c4ccccc4n(C)c3c2=O)cc1 (stereo not given)
  A: 14%	B: ·	C: 18	D: -2%	E: ·	F: ·	G: ·
COc1ccc(Cn2c(C(=O)O)c(CNCCc3ccco3)c3ccc(C)cc32)cc1
  A: ?	B: ·	C: 3	D: ?	E: ·	F: ·	G: ·
CNC(=O)[C@H]1C[C@H](Oc2ccccc2)CN1C(=O)CCn1nc(C)cc1C
  A: 33%[activator]	B: i	C: 19	D: 11%	E: 1%	F: -9%	G: i
COc1ccc(C(=O)N[C@H]2CO[C@H]3[C@@H]2OC[C@@H]3Nc2nccc(-c3cccs3)n2)cc1
  A: 22%	B: -1%	C: -8	D: ?	E: ?	F: ?	G: ?
CC1=CCC2C(C)(CO)CCCC2(CO)C1CO (stereo not given)
  A: ·	B: 0%	C: -11	D: 0%	E: ·	F: ·	G: ·
Cn1c(Cn2ccnc2)nnc1C1CCCN(C(=O)c2ccc(CO)o2)C1 (stereo not given)
  A: 1%	B: -18%	C: 12	D: -2%	E: i	F: 13%	G: i
